# Screening results as filed in PubChem BioAssay.
# D2 antag: HTS Assay for Allosteric Antagonists of the Human D2 Dopamine Receptor: Primary Screen for Antagonists; D(2) dopamine receptor (Homo sapiens), P14416; HEK293 TREx D2 cells, calcium flux, dopamine EC80; inhibition, % at 10 µM; hit rate 2% among 340,000; in the data active = inhibition above about 30%; note: 0% is about no effect
# Target sequence (P14416 whole entry, looked up): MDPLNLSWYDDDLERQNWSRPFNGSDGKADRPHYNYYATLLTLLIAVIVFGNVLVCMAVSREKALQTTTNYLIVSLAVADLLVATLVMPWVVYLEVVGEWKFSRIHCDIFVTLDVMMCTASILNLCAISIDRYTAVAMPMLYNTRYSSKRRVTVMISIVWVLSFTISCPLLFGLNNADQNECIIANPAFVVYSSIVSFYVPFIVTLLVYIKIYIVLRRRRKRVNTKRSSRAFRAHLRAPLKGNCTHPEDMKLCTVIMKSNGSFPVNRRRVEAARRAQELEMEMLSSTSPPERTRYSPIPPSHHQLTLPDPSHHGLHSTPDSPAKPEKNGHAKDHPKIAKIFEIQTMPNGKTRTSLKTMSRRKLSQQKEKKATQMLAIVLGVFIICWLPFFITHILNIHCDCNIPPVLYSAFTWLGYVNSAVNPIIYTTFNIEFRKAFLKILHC
#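 Dopamine at EC80 is the agonist stimulus; test compounds precede it by 180 s. Calcium flux read kinetically in a force-coupled, inducible HEK293 T-REx D2 cell line.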
# TRHR enhancer: qHTS for Small Molecule Agonists and Allosteric Enhancers of Human TRH Receptor: Primary Screen for Enhancers. TRHR cells, fluo-8 calcium fluorescence, EC20 TRH enhancement. enhancement, % at 2 µM. AID 493056, 2011. hit rate 0.66% among 360,000. Thyrotropin-releasing hormone receptor (Homo sapiens), P34981; in the data active = enhancement above about 30%; note: 0% is about no effect
#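 TRHR-expressing cells loaded with fluo-8 calcium dye were read kinetically (ex 480/em 530) during compound addition, then stimulated with an EC20 of TRH (10 nM final). Enhancement of the Gq-mediated intracellular calcium response was scored.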
# D1 agonist: Allosteric Agonists of the Human D1 Dopamine Receptor: qHTS | hit rate 1% among 360,000 | HEK293 T-REx D1 cells, calcium flux, agonist mode | activation, % at 2 µM | AID 504660, 2011; in the data active = activation above about 30%; note: 0% is about no effect
# Target sequence (P21728 whole entry, looked up): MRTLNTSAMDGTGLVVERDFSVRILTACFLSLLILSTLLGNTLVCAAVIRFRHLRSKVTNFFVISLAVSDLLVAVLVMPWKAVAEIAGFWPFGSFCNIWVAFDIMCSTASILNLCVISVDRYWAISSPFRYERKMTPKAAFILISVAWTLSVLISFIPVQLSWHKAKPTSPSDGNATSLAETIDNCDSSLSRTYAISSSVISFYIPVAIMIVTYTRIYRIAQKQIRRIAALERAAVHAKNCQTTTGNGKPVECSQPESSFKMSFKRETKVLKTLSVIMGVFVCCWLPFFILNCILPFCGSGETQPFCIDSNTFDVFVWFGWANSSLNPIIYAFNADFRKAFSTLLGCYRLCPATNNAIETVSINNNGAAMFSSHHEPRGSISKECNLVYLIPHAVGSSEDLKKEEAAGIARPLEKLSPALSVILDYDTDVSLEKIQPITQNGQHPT
#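 Inducible HEK293 T-REx D1 cells, force-coupled to calcium signalling, were plated at 4000 cells/well with tetracycline and held overnight at 30 C. After no-wash calcium dye loading, compound-evoked calcium rise over 180 s flagged agonists.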
# D2 potentiator: HTS Assay for Positive Allosteric Modulators of the Human D2 Dopamine Receptor: Primary Screen for Potentiators | D(2) dopamine receptor (Homo sapiens), P14416 | HEK293 T-REx D2, calcium flux, EC20 dopamine potentiation | potentiation, % at 10 µM | hit rate 0.34% among 340,000 | AID 485347, 2010;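 active = potentiation over 3 SD above the plate norm, cut at about 30% in these data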; note: 0% is about no effect
#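 Tetracycline-induced Hek293 Trex D2 cells, force-coupled to calcium, loaded with no-wash calcium dye. Compound added with 180 s kinetic read for agonism, then EC20 dopamine and a further 180 s read for potentiation.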
# RXFP1 agonist: qHTS Assay for Agonists of the Relaxin Receptor RXFP1 | AID 2676, 2010 | hit rate 0.3% among 370,000 | Relaxin receptor 1 (Homo sapiens), Q9HBX9 | HEK293T-RXFP1 cAMP TR-FRET, 30 min; response scale: percent of porcine relaxin response, buffer zero | Potency, µM (titrated, usually from 57.5 µM), for the others: at the highest dose activation, hits mostly activators; active = well fitted activation curve with a large enough effect; inconclusive = small, poorly fitted or top-dose-only effect; note: potency is the fitted concentration of half-maximal effect; % is set by controls: 0 for no effect and ±100 for the full control effect; nearly all actives have a fitted effect of over 60% in size; many of its hits are not listed in these tables
#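 HEK293T cells stably expressing RXFP1 were pretreated with the PDE4 inhibitor Ro 20174, exposed to compounds for 30 min at 37C, lysed, and cAMP was read by TR-FRET. Data normalized to buffer (basal) and 29 nM porcine relaxin (100%).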
# D2 agonist: HTS Assay for Allosteric Agonists of the Human D2 Dopamine Receptor: Primary Screen for Agonists; D(2) dopamine receptor (Homo sapiens), P14416; HEK293 T-REx D2 cells, calcium flux agonist mode; activation, % at 2 µM; hit rate 0.53% among 340,000;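 active = activation over 3 SD above normal in the single-dose calcium agonist read, cut at about 30% in these data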; note: 0% is about no effect
#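 HEK293 Trex D2 cells, tetracycline-induced, o/n 30 C 5% CO2; no-wash Ca dye, RT 30–90 min; 10-cycle baseline, 23 nl cpd added, kinetic Ca read 180 s; agonist hits = positive Ca response.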
# D1 potentiator: Potentiators of Human D1 Dopamine Receptor: qHTS; potentiation, % at 10 µM; D(1A) dopamine receptor (Homo sapiens), P21728; HEK293 TREx D1 cells, calcium flux, dopamine EC20 potentiation; hit rate 0.036% among 360,000; in the data active = potentiation above about 30%; note: 0% is about no effect
# RXFP1 antag: qHTS Assay for Antagonists of the Relaxin Receptor RXFP1. Relaxin receptor 1 (Homo sapiens), Q9HBX9. HEK293-RXFP1, relaxin-stimulated cAMP HTRF, 30 min; active compounds read low. activity change, negative = inhibition, % at 57.5 µM. hit rate 0.59% among 350,000;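 active = activity change of -60% or lower, but not beyond a set lower limit; inconclusive = change between -60% and -40%, or beyond the set limit; inactive = change above -40%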; note: % is set by controls: 0 for no effect and ±100 for the full control effect
# D1 antag: Antagonist of Human D 1 Dopamine Receptor: qHTS. HEK293 TREx D1 cells, calcium flux, dopamine EC80; active compounds read low. activity change, negative = inhibition, % at 10 µM. hit rate 3.2% among 360,000. AID 504652, 2011; in the data active = activity change below about -30%; note: % is set by controls: 0 for no effect and ±100 for the full control effect
#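 Allosteric or orthosteric antagonism assessed as attenuation of the calcium response to EC80 dopamine, added 180 s after compound, in induced HEK293 Trex D1 cells loaded with no-wash calcium dye.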
# * hit, by the source's call; ? = inconclusive; / = no result given; & = joins results of further samples. Some of the compounds tested (hit frequency here may not be typical).
molecule,D2 antag,TRHR enhancer,D1 agonist,D2 potentiator,RXFP1 agonist,D2 agonist,D1 potentiator,RXFP1 antag,D1 antag
Cc1ccc(OCC2Cn3c(nc4c3c(=O)[nH]c(=O)n4C)O2)cc1 (stereo not drawn),-10,1,0,-8,5.2%,0.7,-6,7,5
CCc1ccc(-n2nnc(-c3nsc(NC(=O)c4ccccc4Cl)n3)c2C)cc1,/,13,-1,19,12%,-0.6,0,/,-17
CCOc1ccccc1N1CCN(S(=O)(=O)c2ccc(Cl)s2)CC1,3,-1,3,-7,-0.2%,0.4,11,-13,13
CCCCOc1ccc(C(=O)NCC(=O)NC(C)CCc2ccccc2)cc1 (stereo not drawn),10,-7,0,1,-0.5%,-0.7,-5,-22,-7
COc1ccc(OCC(O)CNC(=O)Nc2cc(C)cc(C)c2)cc1 (stereo not drawn),30*,-3,2,-16,0.7%,-1.1,-1,-3,-9
CCN(C(=O)CN1C(=O)S/C(=C\c2ccc(F)cc2)C1=O)C1CCS(=O)(=O)C1 (stereo not drawn),8,0,0,3,7.5%,2.6,0,-15,-9
COc1ccc(NC2CCCN(C(=O)c3ccccc3N3CCOCC3)C2)cc1OC (stereo not drawn),12,-1,1,-1,0.0%,0.3,-2,-8,8
CC(C(=O)N1CCOCC1)N1c2cccc3cccc(c23)S1(=O)=O (stereo not drawn),16,-6,1,13,0.2%,0.3,2,-10,-7
CCOC(=O)c1c(C)[nH]c(C)c1C(=O)CSc1nc2ccccc2n1CCOC,-13,3,0,-4,3.6%,1.1,6,10,2
CNC(=S)Nc1cccc(C(=O)O)c1,-7,-3,2,2,0.0%,0.4,-4,5,-8
Cc1cc(C)n(-c2ccc(NC(=O)C3CCCCN3C(=O)c3occc3C)cc2)n1 (stereo not drawn),9,3,0,-9,-0.9%,-0.1,-13,-3,-24
COc1ccc(C(C)=O)cc1CSc1nnc(Nc2ccccc2)s1,/,-5,1,/,1.1%,/,-4,-10,-25
OCC(O)C(O)C(O)C(O)C1NCCS1 (stereo not drawn),-13,-3,0,-11,0.3%,1.8,3,-17,-18
c1ccc(-c2csc3ncnc(NCC4COc5ccccc5O4)c23)cc1 (stereo not drawn),2,-3,7,-3,1.6%,3.3,0,-15,10
C/C(=N\NC(=O)c1ccc(NS(=O)(=O)c2cccs2)cc1)c1ccc(O)cc1O,-16,-1,0,-6,0.4%,0.6,-1,-34,-13
O=C(CC(=O)Nc1nc(C23CC4CC(CC(C4)C2)C3)cs1)NCCO,16,-3,1,5,0.1%,0.8,-1,-20,5
O=C(N1CCN(c2ccccc2)CC1)C1(S(=O)(=O)c2ccc(Cl)cc2)CC1,15,-4,14,3,5.7%,1.2,/,-5,-7
O=C(Nc1ccc2[nH]c(=O)[nH]c2c1)c1ccc([N+](=O)[O-])o1,29,1,1,-7,0.2%,-0.4,-3,0,20
Cc1ccc2nc(-c3ccc(NC(=O)CSc4nc(N)cc(=O)[nH]4)cc3)sc2c1,7,-2,2,-10,22%,1.6,3,3,1
O=C(NCc1ccco1)[C@@H]1CCCN1C(=O)c1cccs1,-15,6,-2,17,-3.4%,1.3,0,-3,12
Cc1cc2c(s1)c1cnn(Cc3c(F)c(F)cc(F)c3F)c(=O)c1n2C,/,1,3,/,/,/,8,/,7
COCCn1c(C)nnc1SCC(=O)Nc1ccccc1[N+](=O)[O-],-5,12,0,0,0.5%,1.2,-5,-7,-1
O=C(O)CNC1=NCCCCC1,-7,-2,0,-3,0.3%,0.6,-3,0,11
O=C(COc1ccc(S(=O)(=O)NC2CCCCC2)cc1)NC1CC1,-13,5,3,-14,-1.9%,-0.7,5,6,1
CC(CCc1ccccc1)NC(=O)COC(=O)c1ccccc1Br (stereo not drawn),-16,-7,5,10,2.1%,0.0,-6,0,11
O=[N+]([O-])c1nn(-c2ccccc2)[n+]([O-])c1N1CCN(c2ccccc2F)CC1,/,-9,-1,/,2.0%,/,-4,4,9
O=C1c2ccccc2C(=O)N1c1ncn[nH]1,-6,-1,0,8,-0.3%,-0.3,1,8,12
Cc1cc(OCC(=O)Nc2ccncc2)cc(C)c1Cl,-9,2,9,5,1.0%,0.2,0,0,8
O=C(O)CN1C(=O)COc2ccc(S(=O)(=O)N3CCCCCC3)cc21,-4,-10,3,-3,-1.7%,0.3,2,6,6
COc1ccc(CNC(=O)Cn2c(=O)cc(C)c3c(C)nn(-c4cccc(Cl)c4C)c32)cc1,/,1,2,-5,4.4%,-0.6,-5,/,-2

# Record cards, as listed above:
# Cc1ccc2nc(-c3ccc(NC(=O)CSc4nc(N)cc(=O)[nH]4)cc3)sc2c1 is listed with D2 antag: 7; TRHR enhancer: -2; D1 agonist: 2; D2 potentiator: -10; RXFP1 agonist: 22%; D2 agonist: 1.6; D1 potentiator: 3; RXFP1 antag: 3; D1 antag: 1
# O=C1c2ccccc2C(=O)N1c1ncn[nH]1 is listed with D2 antag: -6; TRHR enhancer: -1; D1 agonist: 0; D2 potentiator: 8; RXFP1 agonist: -0.3%; D2 agonist: -0.3; D1 potentiator: 1; RXFP1 antag: 8; D1 antag: 12

# Looked up above:
# For D1 antag, COCCn1c(C)nnc1SCC(=O)Nc1ccccc1[N+](=O)[O-] has the entry -1
# For RXFP1 antag, O=C(O)CNC1=NCCCCC1 has the entry 0
# For D1 potentiator, O=C1c2ccccc2C(=O)N1c1ncn[nH]1 has the entry 1

# Remaining list, next part
molecule,D2 antag,TRHR enhancer,D1 agonist,D2 potentiator,RXFP1 agonist,D2 agonist,D1 potentiator,RXFP1 antag,D1 antag
COc1ccc(OC(C)C(=O)Nc2ccccc2C(F)(F)F)cc1 (stereo not drawn),-4,-1,3,9,-4.4%,-0.7,-2,-10,-21
Cc1c(-n2cc(C(=O)c3cc(Br)ccc3O)cc(C#N)c2=O)c(=O)n(-c2ccccc2)n1C,8,3,12,10,2.3%,5.8,-2,10,-15
Cc1ccc(C2=Nc3ccccc3N(CC(=O)Nc3ccccc3F)C(=O)C2)cc1C,/,11,7,17,-1.3%,0.4,-1,-17,-8
CCCNC(=O)CSc1c2c(nc3ccc(Cl)cc13)CCCC2,/,-7,-1,1,14%,0.2,4,22,1
O=C(NCCOc1cccnc1)C1CCC(=O)N(Cc2ccccc2F)C1 (stereo not drawn),2,-4,1,1,0.9%,0.5,1,2,-6
CCOc1ccc(C(=O)Nc2ccc(-c3nc4cc(CC)ccc4o3)cc2)cc1,/,2,3,-2,2.6%,0.8,-2,-14,12
COc1ccc(-c2nnc(SCC(=O)NNC(=O)c3ccc(C)cc3)o2)cc1,5,-2,1,-1,4.6%,0.4,-2,16,16
COCc1c(C)cc(C)c(/C=N/O)c1C,-18,-7,2,18,1.2%,-2.4,-5,-7,24
CCOC(=O)c1nn(-c2ccccc2)c(=O)cc1SC(C)C,-9,7,0,16,3.6%,-1.6,-3,-17,9
O=C(CSc1nnc(NC(=O)c2ccco2)s1)Nc1ccc2c(c1)OCCO2,19,0,-1,2,-0.5%,0.2,-3,-3,-11
CCN(CC)CCNC(=O)c1sc2nc(C)cc(C)c2c1-n1cccc1,/,-3,2,-3,0.4%,-0.4,1,-7,-2
O=C(CCN1C(=O)/C(=C/c2cccs2)SC1=S)Nc1ccc(C(=O)O)c(O)c1,0,-3,1,7,0.8%,0.6,4,?,-16
O=C(CSc1cn(Cc2ccccc2)c2ccccc12)N1CCOCC1,9,-2,-2,6,2.1%,-0.2,3,-24,6
NC(=S)N/N=C1\c2ccccc2-c2c(C(=O)O)cccc21,-1,16,1,21,-1.2%,-0.1,3,1,2
COc1ccc2oc(C(=O)NCc3ccco3)c(C)c2c1,21,-4,2,-8,-0.1%,-0.2,8,-10,0
COc1cc(C(N)=O)ccc1OCc1ccccc1,22,-2,1,13,1.9%,0.4,-8,-4,9
Cc1cc(C)n(NC(=S)NC2CCCCC2)c(=O)c1C#N,5,1,3,-9,-0.3%,0.0,0,-4,6
Cc1ccc(Cl)cc1NC(=O)CCS(=O)(=O)c1ccc(Br)s1,/,1,8,-22,13%,-0.2,1,/,6
CN(C)S(=O)(=O)Oc1ccccc1C(=O)Nc1ccccc1Cl,17,3,1,-6,0.1%,-0.2,3,1,3
O=c1cc(CN2CCN(c3ccc(O)cc3)CC2)nc2scc(-c3ccccc3)n12,8,2,2,-7,1.5%,28,-8,-12,8
O=C(Nc1ccncc1)c1ccc(F)cc1,6,-1,2,19,1.9%,0.7,-3,1,-13
COc1ccc(/C=N/Nc2nnc(C)n2N)cc1OC(C)=O,18,1,0,3,-0.2%,1.0,-8,17,11
O=C(COc1ccccc1F)OCc1cc(=O)n2nc(-c3cccs3)sc2n1,/,5,1,15,?,/,-1,/,0
N#C/C(=C\c1ccc(OCc2ccc(C(=O)O)cc2)cc1)C(=O)N1CCOCC1,-3,0,2,19,-1.3%,0.1,4,-11,13
Cc1noc(C)c1COc1ccccc1C(=O)NNC(=O)c1ccc(F)cc1,14,5,0,6,0.6%,1.1,-9,2,9
O=C(CN1CCN(c2ccc(Cl)cc2)CC1)Nc1ccc(F)c(F)c1,-19,15&-19,0&9,-14&2,-0.6%&2.4%,0.5&0.6,2&-1,-8&-12,6&-8
Cc1ccc(-c2nnc3n2N=C(c2ccccc2)CS3)cc1,15,5,1,-1,0.6%,5.1,1,-18,-16
CCCS(=O)(=O)c1c(S(=O)(=O)CCC)c2c3ccccc3ccn2c1C(N)=O,-11,4,0,17,2.9%,-0.1,1,10,4
CCN1C(=O)/C(=C/c2ccc(OCc3ccc(C(=O)O)cc3)c(Cl)c2)NC1=S,-2,3,7,0,0.9%,-2.4,7,-18,3
Cc1cc(C)c(S(=O)(=O)Nc2cccc(S(=O)(=O)N3CCOCC3)c2)c(C)c1,-11,-5,1,9,1.0%,-0.1,-2,3,3
CCc1c(C)[nH]n(-c2ccc(Oc3ccccc3)c(S(=O)(=O)O)c2)c1=O,4,1,1,-6,2.4%,0.1,-1,-8,-12
